Hsp70 inhibitors = Hsp70 inhibitors, probe displacement, primary screen, biochemical, fluorescence polarization (AID 583). displacement, % at 20 µM, or IC50 in µM where a hit was titrated. Hsp70 fluorescence polarization probe displacement, mP; higher % means a stronger effect. 140,000 tested, 0.06% active; in the data active means displacement above about 50%;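 further: plate controls were vehicle for no effect and reference ligand for full effect; a part of the inactive calls stands beside numbers as strong as those of hits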
Rat MKP-3 inhibitors = MKP-3 phosphatase inhibitors, primary screen, biochemical, rat enzyme, in vitro (AID 425). recombinant MKP-3 phosphatase activity, fluorescence; higher % means a stronger effect. inhibition, % at 20 µM; hits with a dose series show IC50 in µM. 110,000 tested, 0.17% active; in the data active means inhibition above about 50%;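 further: plate controls were vehicle for no effect and reference inhibitor for full effect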
* hit, by the source's call; / = not tested or not shown; & = joins results of further samples.

Every second line gives: Rat MKP-3 inhibitors | Hsp70 inhibitors
1) Cc1cc(C)n(-c2ccc(C(=O)OCc3nnc(-c4ccccc4)o3)cc2)n1
    2% | 7.1%
2) C=C(C)CSC1=C(C#N)C(c2ccccc2Cl)CC(=O)N1 (centres undefined)
    -1% | 6.6%
3) COc1cccc(N(C(C)=O)c2nc(C)cc(C)c2C#N)c1
    3% | 3.6%
4) O=C(OCc1csc(-c2ccccc2)n1)c1cccs1
    2% | -1.7%
5) CCOC(=O)CC(=O)CSc1nc2c(cc1C#N)CCC2
    / | 1.8%
6) CCOC(=O)c1ccc(NC(=O)CN(c2ccccc2)S(=O)(=O)c2ccccc2[N+](=O)[O-])cc1
    -1% | 1.4%
7) CSc1nc(SCC(=O)NCc2ccco2)c2c3c(sc2n1)COC(C)(C)C3
    9% | 2.3%
8) O=C(Nc1cccc(Cl)c1)N1CCCC1
    / | 5.1%
9) COc1cc(OC)c(OC)cc1NC(=O)CC1COc2ccccc2O1 (centres undefined)
    / | 2.8%
10) CCCOc1ccc(C2=NNC(=O)CC2)cc1
    -7% | 1.0%
11) O=C(O)c1cnn2c1NC(c1ccc(Br)cc1)CC2C(F)(F)F (centres undefined)
    6% | -1.7%
12) O=C(CSc1nnc(C2CCCCC2)n1Cc1ccccc1)NCc1ccco1
    -4% | -2.7%
13) c1ccc2sc(C3CCN(Cc4nnnn4Cc4ccc5c(c4)OCO5)CC3)nc2c1
    / | -3.4%
14) COc1cc(OC)c(OC)cc1/C=C1/C(=O)NC(=O)N(c2ccccc2)C1=O
    -1% | -4.1%
15) CC(=O)N=c1c(C#N)cc2c(=O)n3cccc(C)c3nc2n1CC(C)C
    -4% | 4.9%
16) CCOC(=O)CN(C(=O)CSc1nnc(-c2ccncc2)n1CCCOC)c1ccccc1
    / | 2.5%
17) O=c1c2c3c(sc2ncn1/N=C/c1c[nH]c2ccccc12)CCCC3
    0% | 1.3%
18) Cc1nc(N2CCN(C(c3ccccc3)c3ccccc3)CC2)[nH]c(=O)c1C
    9% | -3.1%
19) CCOc1ccc(-c2c[n+](=O)c3c(n2[O-])CCCC3)c(OCC)c1
    / | -3.0%
20) O=C(Nc1ccccc1)C1=C(O)CC(c2ccoc2)CC1=Nc1ccccc1 (centres undefined)
    -6% | -2.3%
21) CC1CN(CC(O)COc2ccc(C(C)C)cc2)CC(C)O1 (centres undefined)
    -1% | 7.8%
22) CCOC(=O)C1=C(c2ccccc2)OC(N)=C(C#N)C1c1cccc(OC)c1 (centres undefined)
    -3% | 2.9%
23) CCCCNCCCCCOc1cccc(C)c1C
    0% | 1.7%
24) Cc1ccc(-n2cc3c(=O)n(C)c(=O)n(C)c3c2)cc1C
    1% | 4.0%
25) COC(=O)c1ccccc1NC(=O)CSc1nnc(Cc2ccc(Cl)cc2)o1
    -9% | -1.6%
26) CCCN(c1ccc(OCC)cc1)S(=O)(=O)c1ccc2c(c1)CCN2C(=O)CCC(=O)O
    -6% | 1.6%
27) CCOC(=O)c1[nH]c2ccccc2c1NC(=O)C1CCCCC1
    / | -3.4%
28) CN=C(C)c1c(O)c2ccccc2oc1=O
    / | 3.4%
29) c1csc(C2=Nn3c(nnc3-c3ccncc3)SC2)c1
    / | 1.0%
30) CNC(=O)C1C2C=CC3(O2)C1C(=O)N(CCOC)C3C(=O)NCc1ccc(OC)cc1 (centres undefined)
    -10% | 2.7%

5 entries from above, as tab-separated lines.
entry	smiles	Rat MKP-3 inhibitors	Hsp70 inhibitors
12	O=C(CSc1nnc(C2CCCCC2)n1Cc1ccccc1)NCc1ccco1	-4%	-2.7%
13	c1ccc2sc(C3CCN(Cc4nnnn4Cc4ccc5c(c4)OCO5)CC3)nc2c1	/	-3.4%
14	COc1cc(OC)c(OC)cc1/C=C1/C(=O)NC(=O)N(c2ccccc2)C1=O	-1%	-4.1%
15	CC(=O)N=c1c(C#N)cc2c(=O)n3cccc(C)c3nc2n1CC(C)C	-4%	4.9%
16	CCOC(=O)CN(C(=O)CSc1nnc(-c2ccncc2)n1CCCOC)c1ccccc1	/	2.5%

Later entries
Every second line gives: Rat MKP-3 inhibitors | Hsp70 inhibitors
31) CC(=O)N(CC1CCCO1)c1nnc(-c2ccccn2)s1 (centres undefined)
    -9% | 6.4%
32) C/C(=N\N1CCN(Cc2ccc(C)cc2)CC1)c1ccncc1
    -14% | -2.2%
33) Cc1cc(C)c2c(CC(=O)N(CCC#N)Cc3cccnc3)coc2c1
    -4% | 0.4%
34) O=C(CN1CCC(C(=O)c2ccc(F)cc2)CC1)Nc1ccc(F)cc1
    / | 2.3%
35) O=C(OCCNC(=O)c1ccc2ccccc2n1)c1ccc(F)cc1
    / | 0.2%
36) CC(NC(=O)c1ccccc1)C(=O)NC1=NCCS1 (centres undefined)
    -4% | -0.1%
37) O=C(Cc1ccccc1)Nc1ccc(-c2nc3ccccc3[nH]2)cc1
    3% | -1.8%
38) O=S(=O)(c1ccccc1)c1nc(-c2ccccc2Cl)oc1NCCN1CCOCC1
    / | -1.7%
39) Cc1nc2cc(NC(=O)Nc3nccs3)ccc2n1C
    6% | 3.5%
40) COc1ccc(S(=O)(=O)N2CCN(C(=O)c3c(-c4ccccc4)noc3C)CC2)cc1
    / | 1.2%
41) COc1ccc(CNC(=O)CS(=O)Cc2nc(-c3ccccc3C)oc2C)cc1 (centres undefined)
    6% | 1.4%
42) COc1cc(C(=O)N2CCN(Cc3ccncc3)CC2)cc(OC)c1OC
    2% | -8.7%
43) COc1ccc2cc(CCNC(=O)C3CCCC3)c(=O)[nH]c2c1
    0% | -1.7%
44) COc1ccc(NC(=O)c2c(C)c(-c3ccc(Cl)cc3)nc3ccccc23)c(OC)c1
    6% | -3.2%
45) CN(C)c1ccc(NC(=O)CSc2nc3c(c(=O)[nH]2)CCCC3)cc1
    -6% | -0.3%
46) Cc1ccc(NC2=NCCCCC2)cc1
    / | 2.4%
47) O=C(Nc1ccc2nc(SCc3ccccc3)sc2c1)c1ccccc1C(=O)N1CCOCC1
    0% | -2.1%
48) Cc1cc(C)nc(/N=c2/ssnc2Cl)c1
    1% | 0.6%
49) COc1ccc(N2CCN(S(=O)(=O)c3ccc(C(=O)NCc4ccco4)cc3)CC2)cc1
    -3% | 6.2%
50) CC1=C(C(=O)Nc2ccccc2)C(c2ccc(C)o2)NC(=S)N1 (centres undefined)
    -3% | 1.1%
51) CCc1nnc(NC(=O)c2cccc(OC)c2)s1
    5% | /
52) CC(C)NS(=O)(=O)c1ccc(Br)cc1
    2% | 1.6%
53) CCN(CC)CCCNS(=O)(=O)c1ccc(OC)cc1
    0%&1% | -1.3%&-3.1%
54) COc1cc2c(cc1OC)C(C(=O)NCc1ccco1)C1c3ccccc3CCN1C2=O (centres undefined)
    / | -0.8%
55) Cc1cc(Nc2nc3ccccc3nc2Cl)n(-c2ccc([N+](=O)[O-])cc2)n1
    / | 6.5%
56) CCCCOP(=O)(c1ccc(N(C)C)cc1)C(O)c1ccncc1 (centres undefined)
    2% | -0.4%
57) CCS(=O)(=O)Nc1ccc(-c2ccc(NS(=O)(=O)CC)c(OC)c2)cc1OC
    -5% | -4.2%
58) Cc1oc2cc(Br)c(OS(C)(=O)=O)cc2c1C(=O)OC(C)C
    4% | -0.3%
59) CCCCOc1ccc2c(C)c(Cl)c(=O)oc2c1
    4% | -0.6%
60) O=C(Nc1cc([N+](=O)[O-])ccc1C(=O)Nc1cccnc1)c1ccccc1
    4% | -0.1%

Other compounds follow:
Every second line gives: Rat MKP-3 inhibitors | Hsp70 inhibitors
61) CC1(C)CC(=O)C2=C(C1)NC(SCc1ccccc1)=C(C#N)C2c1ccc(Cl)cc1 (centres undefined)
    2% | 0.6%
62) CC(=O)Nc1cccc(OC(=O)c2ccoc2C)c1
    -11% | 5.8%
63) Cc1onc(-c2ccccc2)c1C(=O)NCc1cccs1
    / | -7.5%
64) CCCN1/C(=C2/SC(=S)N(CC)C2=O)C=Cc2ccccc21
    / | 7.2%
65) COc1cccc(NC(=O)N2CCC(C(N)=O)(N3CCCCC3)CC2)c1
    -7% | 5.8%
66) COc1ccc(OCC(=O)Nc2sc3c(c2C(N)=O)CCCC3)cc1
    -4% | -3.3%
67) OCCNC1=NCCN1
    2% | -2.3%
68) c1ccc(COCCN2CCN(CCOCc3ccccc3)CC2)cc1
    / | 4.8%
69) COc1ccccc1NC(=O)CC1S/C(=N\N=C\c2ccccc2)NC1=O (centres undefined)
    -3% | -3.2%
70) O=C(O)c1ccc2c(c1)C(=O)N(c1ccc(Cl)c([N+](=O)[O-])c1)C2=O
    -2% | 4.8%
71) Cc1cccc(N2C(=O)CC(N3CCN(c4ccccc4Cl)CC3)C2=O)c1 (centres undefined)
    0% | 0.8%
72) CCOC(=O)c1ccccc1NC(=O)/C(=C/c1cccc([N+](=O)[O-])c1)NC(=O)c1ccccc1
    2% | -5.0%
73) COc1ccccc1N1C(=O)C2C(C1=O)C2(c1ccccc1)c1ccccc1 (centres undefined)
    -3% | 2.1%
74) Cc1cccc(N2CCN(c3nc4ccc(Cl)cc4n4cnnc34)CC2)c1C
    -7% | -8.0%
75) COc1ccc(C2CC(C(F)(F)F)n3nc(C(=O)NCCCn4ccnc4)cc3N2)cc1OC (centres undefined)
    -2% | -2.7%
76) CC(C(=O)N1CCN(c2ccccc2)CC1)N1C(=O)c2ccccc2C1=O (centres undefined)
    0% | 8.0%
77) O=[N+]([O-])c1cncc([N+](=O)[O-])c1Nc1ccc(Cl)cn1
    4% | 2.8%
78) CCC(C)C(NC(=O)OC(C)(C)C)C(=O)NC(CC(C)C)C(N)=O (centres undefined)
    -10% | 3.5%
79) COc1ccc(NC(=O)/C(Cl)=C(/Cl)S(=O)(=O)Cc2ccc(C)cc2)cn1
    / | 4.4%
80) CCN(CC)c1ccc(/C=c2\sc3nc4ccccc4n3c2=O)c(OC)c1
    -3% | -79%
81) CC1CCC(NC(=O)Cn2cc3c(n2)CCCC3)CC1 (centres undefined)
    2% | 0.2%
82) O=C(COC(=O)c1cncc(Br)c1)NCc1ccco1
    -7% | 17%
83) COC(=O)C1C2C=CC3(CN(c4cccc(Cl)c4)C(=O)C13)O2 (centres undefined)
    -8% | 7.8%
84) Cc1cccc(N(CC(=O)NC2CCCCC2)C(=O)c2c(C)noc2C)c1
    -1% | 2.9%
85) O=C(c1ccccc1OCc1ccccc1Br)N1CCN(c2ncccn2)CC1
    -11% | 2.5%
86) Cc1cccc(C2Nc3cccc4cccc(c34)N2)c1
    8% | 6.0%
87) COc1ccc(OC)c(S(=O)(=O)Nc2cccnc2)c1
    / | -4.7%
88) CCOC(=O)c1cnc(SCc2ccc(C)cc2)nc1N
    -8% | -4.2%
89) O=C(/C=C/c1ccccc1)NCCSc1ccccn1
    -1% | 1.4%
90) O=C(c1ccc(F)cc1)N1CCN(c2ncccn2)CC1
    -3% | -1.7%

Reprinted at random: 4 compounds from above
Every second line gives: Rat MKP-3 inhibitors | Hsp70 inhibitors
85) O=C(c1ccccc1OCc1ccccc1Br)N1CCN(c2ncccn2)CC1
    -11% | 2.5%
90) O=C(c1ccc(F)cc1)N1CCN(c2ncccn2)CC1
    -3% | -1.7%
61) CC1(C)CC(=O)C2=C(C1)NC(SCc1ccccc1)=C(C#N)C2c1ccc(Cl)cc1 (centres undefined)
    2% | 0.6%
71) Cc1cccc(N2C(=O)CC(N3CCN(c4ccccc4Cl)CC3)C2=O)c1 (centres undefined)
    0% | 0.8%

Further records follow.
Every second line gives: Rat MKP-3 inhibitors | Hsp70 inhibitors
91) O=C1CCCN1CN1CCCCC1
    -7% | -6.1%
92) O=C(Nc1cc(Cl)ccc1O)c1cnn2c1NC(c1ccc(Br)cc1)CC2C(F)(F)F (centres undefined)
    4% | 1.2%
93) CN1CCn2c1nc(N1CCCCC1)nc2=O
    -12% | -2.1%
94) COc1cc(-c2noc(-c3cccc(Cl)c3)n2)cc(OC)c1OC
    2% | 0.4%
95) O=C(CSc1cccc2cccnc12)c1ccc(-c2ccccc2)cc1
    -1% | 0.4%
96) Cc1ccc(S(=O)(=O)NCC2CCC(C(=O)O)CC2)cc1 (centres undefined)
    / | -1.8%
97) O=C(CCS(=O)(=O)c1ccc(Br)cc1)N1CCN(c2ccccc2)CC1
    6% | 1.4%
98) CCOC(=O)c1sc(NC(=O)c2ccc(OC)cc2)c(C(=O)OCC)c1C
    3% | 2.9%
99) O=C(COc1ccc(Br)cc1)NCc1ccc(F)cc1
    3% | 0.3%
100) Cc1ccccc1OCCSc1nnc(C)n1-c1ccccc1
    / | 1.9%
101) CC(C)(C)c1nnc2sc(SC/C(O)=C(\C#N)c3nc4ccccc4[nH]3)nn2c1=O
    -10% | -5.3%
102) CCC(=O)Nc1ccc(NC(=O)c2ccccc2[N+](=O)[O-])cc1
    1% | -4.8%
103) CS(=O)(=O)N(Cc1nnc(-c2cccs2)o1)c1ccc(Cl)cc1F
    -10% | 4.5%
104) CCN1CCN(C(=O)c2ccc(CS(=O)(=O)Cc3ccccc3F)o2)CC1
    / | -1.3%
105) COc1ccc(Cc2nnc(SCc3nc4ccccc4c(=O)[nH]3)o2)cc1
    -15% | -0.5%
106) CCOC(=O)c1sc(C)c(C(N)=O)c1N
    -1% | -2.8%
107) COc1ccccc1NC(=O)CSc1ccc2nnc(-c3ccncc3)n2n1
    -1% | /
108) CCOc1ccc(C(=O)Nc2cc(OC)ccc2OC)cc1Br
    3% | -5.5%
109) Cc1cc2c3c(ccc(C)c3n1)N=CN2c1ccccc1
    4% | -5.3%
110) O=C(COc1ccc2ccccc2c1)Nc1ccc(Cl)cc1
    3% | 4.9%
111) Brc1ccc(C=NN2CCN(Cc3ccccc3)CC2)cc1
    -1% | -1.6%
112) O=C(COC(=O)C1CCCCC1C(=O)N1CCc2ccccc21)NCc1ccco1 (centres undefined)
    -4% | 1.7%
113) COc1ccccc1CN1CCN(C2CCCCC2)CC1
    0% | -1.4%
114) C=C(C)c1cccc(C(C)(C)NC(=O)Nn2cnnc2)c1
    0% | 7.4%
115) CN1CCN(C(=O)c2ccccc2N(Cc2ccccc2)S(=O)(=O)c2ccccc2)CC1
    / | 5.5%

Not all compounds are listed, so the mix of outcomes need not match the whole.
